SUMO1 PPI mod = alters human SUMO1 binding to SIM partners; P63165; SUMO1 binding to a labelled peptide, TR-FRET, 1 h; inhibition, % at 20 µM; 360,000 compounds, 0.33% hits; in the data active = inhibition above about 37%
CSN deneddyl inh = blocks human CSN-mediated cullin deneddylation; Q92905; Purified CSN, SCF-Nedd8-OG deneddylation, fluorescence polarization; inhibition, % at 12.5 µM; 360,000 compounds, 0.38% hits; AID 651999;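 active = pattern-corrected inhibition above about 35%, with an unprinted fluorescence ratio check between 0.5 and 1.5, limit read from the data, passing the limit was not always enough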;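 also: 0% = enzyme with substrate and 100% = substrate without enzyme; some results filed as inactive read as strong as hits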
Target sequence (Q92905 whole entry, looked up, one chain of several): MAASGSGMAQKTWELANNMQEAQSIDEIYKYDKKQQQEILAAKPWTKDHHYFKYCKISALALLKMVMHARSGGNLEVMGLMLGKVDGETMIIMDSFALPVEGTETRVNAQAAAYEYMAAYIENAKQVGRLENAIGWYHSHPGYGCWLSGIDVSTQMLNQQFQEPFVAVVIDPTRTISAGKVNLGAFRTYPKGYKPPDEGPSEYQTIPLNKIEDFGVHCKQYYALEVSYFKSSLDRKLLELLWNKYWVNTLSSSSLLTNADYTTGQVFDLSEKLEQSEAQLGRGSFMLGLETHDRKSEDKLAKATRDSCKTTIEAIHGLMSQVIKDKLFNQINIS
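test system = HEK293T-derived human Csn5 enzyme | amount = 0.24 nM Csn5 enzyme, final concentration | medium = Tris/NaCl/DTT buffer, pH 7.5 | schedule = 90 min reaction at room temperature | signal = FP | evaluation = inhibition of Csn5 cleavage, % | compound dosing = single dose of 12.5 µM compound with 0.25% DMSO | probe or stimulus = 10 nM SCFSkp2-Nedd8OG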
Rpn11 block = Rpn11 (human) deubiquitinase inhibition; 360,000 compounds, 0.59% hits; O00487; human 26S proteasome, Ub4-pepOG fluorescence polarization; 20S core pre-blocked with epoxomicin; calls only at 20 µM;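 active = inhibition at 20 µM, scaled to each plate's controls, above about 33%, limit read from the data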
Scp1 inh = inhibitors of human Scp-1 phosphatase; Q9GZU7; Recombinant Scp1, phosphopeptide, malachite green phosphate absorbance; inhibition, % at 20 µM; 340,000 compounds, 0.88% hits;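 active = inhibition above about 50% at 20 µM, limit read from the data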;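 also: plate controls were DMSO wells with enzyme for no effect and wells lacking enzyme for full effect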
Target sequence (Q9GZU7 76-261 limits assumed): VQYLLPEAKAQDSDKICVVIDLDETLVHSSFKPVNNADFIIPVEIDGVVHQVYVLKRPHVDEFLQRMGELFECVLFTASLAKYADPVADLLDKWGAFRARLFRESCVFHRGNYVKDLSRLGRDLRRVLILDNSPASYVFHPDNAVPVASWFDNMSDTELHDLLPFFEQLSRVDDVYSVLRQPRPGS
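Incubation: 45 min enzyme reaction at room temperature / System: truncated SCP-1 phosphatase (76-261aa) / Reagent: Phospho 17-mer peptide substrate / Buffer or medium: Acidic Tris acetate buffer with magnesium and detergent / Signal: absorbance at 630 nm / Doses: one concentration, 20 µM, with 1.0% DMSO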
STEP inh = STEP (human) phosphatase inhibition; inhibition, % at 20 µM; AID 588621; recombinant STEP, OMFP fluorogenic substrate, fluorescence; 360,000 compounds, 0.25% hits;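 active = inhibition at 20 µM, scaled per plate between control wells, above about 37%, limit read from the data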;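 also: 0% = DMSO with enzyme and substrate and 100% = substrate only without enzyme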
Target sequence (P54829 whole entry, looked up): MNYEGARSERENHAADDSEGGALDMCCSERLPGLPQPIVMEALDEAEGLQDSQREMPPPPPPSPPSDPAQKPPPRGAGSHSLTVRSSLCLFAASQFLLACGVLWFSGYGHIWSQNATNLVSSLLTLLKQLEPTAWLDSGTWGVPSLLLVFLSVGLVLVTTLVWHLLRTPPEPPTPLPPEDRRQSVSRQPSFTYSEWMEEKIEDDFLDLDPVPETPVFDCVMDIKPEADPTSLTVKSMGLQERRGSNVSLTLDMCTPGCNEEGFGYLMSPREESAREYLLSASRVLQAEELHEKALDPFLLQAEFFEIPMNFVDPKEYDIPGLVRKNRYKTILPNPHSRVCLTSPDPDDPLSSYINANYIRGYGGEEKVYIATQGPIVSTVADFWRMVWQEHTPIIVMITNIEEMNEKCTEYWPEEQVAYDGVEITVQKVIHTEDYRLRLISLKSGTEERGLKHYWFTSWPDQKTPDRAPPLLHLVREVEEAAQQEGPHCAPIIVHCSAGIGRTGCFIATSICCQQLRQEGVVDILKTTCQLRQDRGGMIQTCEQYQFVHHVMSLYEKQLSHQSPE
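System: STEP phosphatase, cell-free reaction; Buffer or medium: Bis-Tris pH 6.0 buffer with DTT, detergent; Incubation: 20 min at room temperature, dark; Measured by: fluorescence, 480/540 nm.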
MsrA inhibitor = bovine MsrA inhibition; inhibition, % at 15.5 µM; purified bovine MsrA, absorbance read-out; 360,000 compounds, 0.75% hits; AID 651718; in the data active = inhibition above about 4.5%;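 also: 0% = vehicle wells with enzyme and 100% = reference inhibitor wells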
LMPTP inh = blocks human LMPTP phosphatase | AID 651560 | P24666 | recombinant LMPTP-A, OMFP fluorogenic substrate, fluorescence intensity | inhibition, % at 20 µM | 360,000 compounds, 0.22% hits;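 active = compounds that cut the enzyme signal by at least half of the control window in the single-dose screen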;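 also: plate controls were DMSO wells with enzyme plus substrate for no effect and substrate without enzyme for full effect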
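Test system – LMPTP-A enzyme · Amount – LMPTP-A at 0.625 nM final in the reaction · Buffer or medium – Bis-Tris pH 6.0, DTT, detergent · Reagent – OMFP 400 µM · Doses – single 20 µM dose · Schedule – reaction 50 min, room temperature, dark · Detection – fluorescence intensity of OMFP turnover product · Evaluation – percent inhibition versus substrate-only and uninhibited controls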
TbMetRS inhib = Trypanosoma brucei MetRS inhibition; purified T. brucei MetRS, ATP depletion, Kinase-Glo luminescence; inhibition, % at 11.9 µM; 360,000 compounds, 0.4% hits; AID 624268;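 active = inhibition above a per-plate cutoff of the control wells' mean inhibition plus 3 SD, cut at about 5.5% in these data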;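 also: 0% = DMSO wells median and 100% = median of wells with control inhibitor compound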
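Material – parasite MetRS enzyme · Medium – HEPES-MgCl2-KCl buffer plus DTT, spermine, BSA, pyrophosphatase · Reagent – ATP, methionine and E. coli bulk tRNA substrates · Times – 15 min enzyme-compound preincubation, 2 h reaction, 10 min detection, 25 °C · Measured by – luminescence of leftover ATP · Evaluation – percent inhibition relative to median high and low control wells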
DNMT1 inh = inhibitors of human DNMT1 | AID 588458 | 360,000 compounds, 0.83% hits | inhibition (reported as % activation of signal), % at 10 µM | DNMT1 molecular beacon, Hinp1I cleavage, fluorescence; in the data active = inhibition above about 50%
NadD block = inhibitors of Staphylococcus aureus NadD. purified NadD enzyme, colorimetric absorbance read-out. inhibition, % at 20 µM. 360,000 compounds, 0.78% hits; in the data active = inhibition above about 26%; also: some compounds past the cut are filed as inactive
* hit, by the source's call; i = inactive; . = no result given.

SMILES | SUMO1 PPI mod | CSN deneddyl inh | Rpn11 block | Scp1 inh | STEP inh | MsrA inhibitor | LMPTP inh | TbMetRS inhib | DNMT1 inh | NadD block
COc1ccc2[nH]cc(CCNC(=O)Nc3ccccc3C)c2c1 | 3.3 | 7.8 | i | -2.4 | -0.3 | 0.6 | -2.7 | 0.2 | -1.0 | -5.9
CS(=O)(=O)/C(C#N)=C/c1cccn1S(=O)(=O)c1cccc2ccccc12 | -19.4 | -0.8 | i | . | 0.8 | 1.8 | -0.2 | 1.4 | -5.3 | -3.7
CCCn1c(SCCC(=O)O)nc2ccccc21 | -6.3 | -0.2 | i | 6.2 | -0.2 | 1.7 | -1.8 | -0.9 | -5.0 | -8.2
CCc1ccc(N(CC(=O)N2CCOCC2)S(C)(=O)=O)cc1 | -3.8 | -0.7 | i | -6.0 | 1.7 | -1.0 | -0.7 | 0.6 | -1.6 | 3.7
COc1cc(Cl)c(C)cc1NC(=O)CN(C)Cc1cccc(OC)c1OC | 2.4 | 0.7 | i | -0.7 | -0.3 | 0.2 | 0.5 | -0.9 | 1.1 | 7.1
O=C(NCC1CCCO1)c1ccc(Cn2c(=S)[nH]c3ccccc3c2=O)cc1 (centres undefined) | -3.4 | -2.4 | i | 3.8 | -0.7 | 1.3 | 0.5 | -1.1 | 1.2 | -1.0
CC(=O)c1ccc(Nc2nc(C(N)Cc3ccc(N)cc3)cs2)cc1 (centres undefined) | -24.4 | 8.2 | i | . | 3.8 | 2.4 | -0.2 | -0.3 | -27.6 | 4.8
Cc1cccc(Oc2coc3cc(O)ccc3c2=O)c1 | -1.0 | 5.0 | i | -10.1 | 1.9 | 2.2 | -0.8 | -0.2 | 0.0 | -3.0
CCCCn1c(=O)n(CC(=O)Nc2ccc(C)c(Cl)c2)c(=O)c2c1ncn2Cc1ccco1 | 0.4 | 5.4 | i | -14.5 | 4.2 | 0.3 | 1.3 | -0.4 | -11.6 | 2.2
CC(=O)Nc1cc2c(c([N+](=O)[O-])c1C)C(C)(C)CC2(C)C | 7.5 | 4.7 | i | 5.3 | -2.3 | 0.7 | 0.6 | -0.3 | 4.5 | -0.2
CCOCCCn1c(=O)c2ccccc2n2c(=S)[nH]nc12 | 1.9 | 0.6 | i | -7.7 | 0.5 | 0.5 | -0.3 | 0.2 | 0.6 | -6.4
Cc1onc(-c2c(F)cccc2Cl)c1C(=O)N1CCCCC1 | 0.3 | 1.5 | i | 4.0 | 1.9 | 0.0 | -0.9 | -0.5 | 0.5 | 0.9

In another format: entries from further up.
Sequence of screens: SUMO1 PPI mod	CSN deneddyl inh	Rpn11 block	Scp1 inh	STEP inh	MsrA inhibitor	LMPTP inh	TbMetRS inhib	DNMT1 inh	NadD block
COc1cc(Cl)c(C)cc1NC(=O)CN(C)Cc1cccc(OC)c1OC
 : 2.4	0.7	i	-0.7	-0.3	0.2	0.5	-0.9	1.1	7.1
O=C(NCC1CCCO1)c1ccc(Cn2c(=S)[nH]c3ccccc3c2=O)cc1 (centres undefined)
 : -3.4	-2.4	i	3.8	-0.7	1.3	0.5	-1.1	1.2	-1.0

Next compounds.
SMILES | SUMO1 PPI mod | CSN deneddyl inh | Rpn11 block | Scp1 inh | STEP inh | MsrA inhibitor | LMPTP inh | TbMetRS inhib | DNMT1 inh | NadD block
COc1ccc(Cn2c(=O)[nH]c3cc(C(=O)NC4CCCC4)ccc3c2=O)cc1 | -3.1 | -2.7 | i | 0.8 | -2.7 | 0.3 | -1.8 | -0.5 | 13.8 | -3.5
CCOc1ccc(S(=O)(=O)N(C)c2ccc(OCC(=O)NCc3cccnc3)cc2)cc1 | 1.9 | -1.3 | i | 0.9 | -0.1 | -0.5 | 0.0 | 0.0 | -1.1 | 2.0
CCOC(=O)c1c(C)n(CC)c2c1cc(O)c1ccccc12 | 0.4 | -5.3 | i | -12.3 | 0.3 | 0.2 | 0.5 | -0.8 | 2.5 | -3.6
O=C(Nc1cccc2ccccc12)c1ccco1 | 2.1 | -0.5 | i | . | -0.3 | 2.1 | -0.6 | -0.1 | -1.1 | 1.4
CCCCN1C(=O)Nc2ccccc2S1(=O)=O | 16.3 | -0.3 | i | -3.9 | 0.1 | -0.7 | -0.5 | 0.1 | 1.2 | 5.5
N#Cc1ccccc1OCC(=O)OCC(=O)Nc1ccc2c(c1)OCO2 | 3.5 | -8.9 | i | -2.8 | -1.3 | 0.0 | -1.3 | -0.4 | 1.9 | -3.9
CC(=O)c1cccc(OCc2cc(C(=O)N(C)Cc3nccs3)no2)c1 | 3.6 | 0.7 | i | . | -0.4 | 1.6 | -2.2 | 0.1 | -3.8 | -2.0
O=C(CCc1cn(Cc2ccc(F)cc2)c2ccccc12)N1CCOCC1 | 2.6 | 0.6 | i | -10.0 | 0.6 | -0.4 | -0.3 | -0.2 | 0.3 | -5.7
O=[N+]([O-])c1ccc(O)c(C=Nc2cccc3ccccc23)c1 | -6.6 | 11.4 | i | 0.1 | 4.1 | 1.9 | -1.1 | 2.0 | -13.2 | 3.7
Cc1oc(-c2cccs2)nc1CS(=O)CC(=O)NCCCN1CC(C)CC(C)C1 (centres undefined) | 4.8 | 2.6 | i | -9.2 | -3.8 | -0.6 | -1.2 | 0.1 | -1.6 | 0.9
CC(C)NC(=O)N(C)C[C@H]1Oc2cc(Br)ccc2S(=O)(=O)N([C@H](C)CO)C[C@H]1C | 5.2 | -1.1 | i | . | -2.1 | -0.5 | -2.9 | -1.2 | 0.8 | -4.3
CCOc1ccc(NS(=O)(=O)c2ccc(C(=O)N(C)CC(=O)Nc3ccc(C)cc3)cc2)cc1 | 2.5 | 1.8 | i | -8.0 | -1.5 | -0.4 | 4.0 | -0.3 | -4.8 | -4.7
COc1ccc(C(=O)Nc2ccc(NC(C)=O)cc2)cc1S(=O)(=O)N1CCCC1 | 2.7 | 1.6 | i | -4.3 | -1.3 | 1.2 | -0.9 | -0.4 | 0.3 | -0.7
Cc1noc(C)c1S(=O)(=O)Nc1ccc2c(c1)C(=O)N([C@H](C)CO)C[C@H](C)[C@@H](CN(C)C(=O)Nc1ccccc1)O2 | 4.2 | 8.0 | i | 79.3* | -0.1 | 1.1 | -1.8 | -1.5 | 2.6 | 3.3
CCCCCN(C(=O)CCC(=O)OCC(=O)N(C)Cc1ccccc1C)c1c(N)n(CCCC)c(=O)[nH]c1=O | 1.1 | -2.7 | i | -3.9 | 0.3 | -1.4 | 0.2 | -0.5 | -0.8 | 0.5
O=C(Cc1ccc(F)cc1)NCCS(=O)(=O)N1CCN(c2ccccc2)CC1 | 2.8 | -0.1 | i | -5.7 | -2.6 | -0.1 | 0.1 | -0.7 | -0.9 | -0.5
COC(=O)/C=C1\NCCNC1=O | -3.9 | -0.7 | i | -8.9 | -1.1 | 2.2 | -3.1 | 0.6 | 0.7 | 1.4
O=C(O)c1ccc(OS(=O)(=O)c2cccc(C(F)(F)F)c2)cc1 | 3.0 | 2.6 | i | -5.2 | -1.7 | 0.5 | -1.1 | -0.1 | 3.4 | -9.8
Cc1ccc(S(=O)(=O)N2CCC(C(=O)Nc3ccccc3N3CCCC3)CC2)c(C)c1 | 4.2 | -1.5 | i | 5.6 | 1.0 | 1.0 | 2.6 | 0.2 | -1.6 | -0.1
CC(C)C(c1nnnn1Cc1ccccc1)N1CCC(C(N)=O)CC1 (centres undefined) | 1.1 | -0.7 | i | -5.6 | -2.7 | 1.4 | -1.9 | -1.0 | 1.7 | -1.5
CN(C)CCSc1nc(N)c2c3c(sc2n1)COC(C)(C)C3 | 5.7 | 0.1 | i | 5.2 | 2.6 | . | 0.3 | -0.6 | 2.0 | -5.0
O=C(NCCN1CCCC1)c1ccc2c(c1)N(Cc1ccccc1)C(=O)c1ccccc1S2(=O)=O | 0.3 | 0.4 | i | -0.9 | 4.0 | 0.1 | 3.1 | -0.8 | -3.3 | 4.8
CCOC(=O)N1CCC(NC(=O)c2oc3c(C)c(C)ccc3c2C)CC1 | 9.8 | 2.4 | i | -4.8 | -0.5 | -0.9 | 1.3 | 0.0 | 0.1 | -11.4
COc1ccc(N2CCN(C(=O)COC(=O)Cc3ccc(F)cc3)CC2)cc1 | 0.4 | -2.2 | i | -0.6 | 3.2 | 1.5 | -0.7 | -0.5 | -0.4 | -3.0
COc1ccc(S(=O)(=O)n2ccnc2C)c(C)c1C | 2.2 | 0.3 | i | -5.1 | -2.8 | -1.5 | -0.4 | -0.3 | -2.8 | 3.4
CC1(C(=O)NCCC#N)CCN1C(=O)c1ccccc1CCc1ccccc1 (centres undefined) | 6.7 | -3.1 | i | . | -2.0 | 0.6 | -1.5 | 0.6 | 2.9 | -6.2
COc1ccc(NC(=O)C[C@H]2C(=O)N(c3ccc(OC)cc3)C[C@@H]2CSC)cc1 | -1.3 | 0.8 | i | . | -0.2 | -0.2 | -0.8 | -0.6 | -2.8 | 2.3
Cc1cc(Nc2ccccc2N2CCOCC2)n2ncnc2n1 | -3.2 | 2.8 | i | 0.4 | -2.7 | -0.7 | -0.7 | -1.3 | -0.4 | -3.2
Cc1ccc2c(CC(=O)OC(C)C(=O)NCc3ccc4c(c3)OCO4)coc2c1 (centres undefined) | -1.5 | 0.9 | i | -10.5 | 2.3 | -0.1 | 1.0 | -0.3 | -4.9 | 1.0
O=C(Nc1nnc(S(=O)(=O)N2CCCCCC2)s1)c1ccc(Cl)cc1 | -4.6 | 0.2 | i | 4.0 | 0.7 | -1.4 | 0.4 | -1.2 | -0.1 | 31.1*
COc1ccc(C2c3[nH]c4ccccc4c3CCN2C(=O)c2ccc(=O)n(C)n2)c(F)c1 (centres undefined) | -1.7 | 3.5 | i | -12.8 | 2.1 | 2.1 | 0.7 | 0.9 | -4.4 | 1.9
O=C(CCCSc1nc2ccccc2[nH]1)Nc1nnc(C2CC2)s1 | 1.9 | -3.0 | i | -0.8 | -1.1 | -0.8 | -2.0 | -1.1 | -0.1 | 1.1
Cc1cc(C(C)(C)C)oc1C(=O)N1CCN(C(=O)c2oc(C(C)(C)C)cc2C)CC1 | 0.4 | -2.0 | i | -7.7 | 0.4 | 3.4 | 0.8 | -0.7 | -0.4 | 2.0
COc1cc(-c2coc3c(C(=O)Nc4ccc(C(C)C)cc4)cccc23)ccc1O | -5.4 | 3.6 | i | . | -3.4 | -0.7 | 5.6 | 0.0 | -32.7 | 4.7

Screening results (PubChem BioAssay)

An unsorted share of the library, and some 3.9% of all compounds hit somewhere here.
